Screening results deposited in PubChem by several laboratories.
STAT1 act – activators of IFN-gamma induced STAT1 signaling. NIH 3T3 STAT1-luciferase reporter, luminescence; 100% = IFN-gamma alone, no compound. activation (% of control), % at 5.5 µM. 200,000 tested, 2.6% active. AID 932;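 active = activation above the screen-wide mean activation plus 3 SD, cut at about 130% in these data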;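 also: raw ratio to IFN-gamma control signal so 100% means no change and 0% no light; values of inactives mirror those of a sister screen read the other way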
STAT1 blocker – inhibitors of IFN-gamma induced STAT1 signaling; NIH 3T3 STAT1-luciferase reporter, luminescence; inhibition, % at 5.5 µM; 200,000 tested, 0.35% active; AID 920;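 active = inhibition above a set limit, the mean inhibition across all tested compounds plus 3 SD, cut at about 34% in these data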;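 also: 0% = IFN-gamma with DMSO and 100% = IFN-gamma with 300 µM nifuroxazide; values of inactives mirror those of a sister screen read the other way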
STAT3 activator – increases IL-6 driven STAT3 reporter signal. AID 871. 190,000 tested, 0.91% active. activation (% of control), % at 5.6 µM. U3A cells, IL-6 STAT3-luciferase reporter, luminescence; 100% = signal with IL-6 EC80 alone;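 active = activation above the screen-wide mean of compound activation plus 3 SD, cut at about 130% in these data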;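 also: 0% = background luminescence of wells with medium and substrate only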
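Assay system – human STAT1-deficient U3A cells with stable STAT3-luciferase reporter · Also added – IL-6 (33 ng/mL) · Schedule – compound 1 h, then IL-6 6 h at 37 °C · Technique – reporter luminescence signal · Evaluation – % activation versus median of IL-6-stimulated wells · Benchmarks – IL-6-only wells as 100% reference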
STAT3 inh – STAT3 signaling inhibition; U3A cells, IL-6 STAT3-luciferase reporter, luminescence; host cell line lacks STAT1; inhibition, % at 5.5 µM; 190,000 tested, 0.89% active; AID 862;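 active = inhibition above the mean inhibition across all screened compounds plus 3 SD, cut at about 44% in these data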;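 also: 0% = DMSO only wells and 100% = 100 µM nifuroxazide control wells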
Hsp70 act – transcriptional activators of Hsp70; HeLa Hsp70 promoter luciferase reporter, luminescence; scaled: vehicle 0, proteasome-inhibitor control 100%; activation, % at 10 µM; 200,000 tested, 0.04% active; AID 1203;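 active = activation above the mean across all tested compounds plus 3 SD, cutoff set per campaign, cut at about 5.5% in these data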;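 also: 100% = MG132 at 30 µM as the positive control and 0% = DMSO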
FLuc inh counter – counter-screen for luciferase assay inhibitors: firefly luciferase inhibition | P08659 | ATPLite firefly luciferase biochemical luminescence, 10 min | inhibition, % at 10 µM | 200,000 tested, 1.5% active;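 active = inhibition above about 50% when tested at 10 µM, limit read from the data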
Target sequence (P08659 whole entry, looked up): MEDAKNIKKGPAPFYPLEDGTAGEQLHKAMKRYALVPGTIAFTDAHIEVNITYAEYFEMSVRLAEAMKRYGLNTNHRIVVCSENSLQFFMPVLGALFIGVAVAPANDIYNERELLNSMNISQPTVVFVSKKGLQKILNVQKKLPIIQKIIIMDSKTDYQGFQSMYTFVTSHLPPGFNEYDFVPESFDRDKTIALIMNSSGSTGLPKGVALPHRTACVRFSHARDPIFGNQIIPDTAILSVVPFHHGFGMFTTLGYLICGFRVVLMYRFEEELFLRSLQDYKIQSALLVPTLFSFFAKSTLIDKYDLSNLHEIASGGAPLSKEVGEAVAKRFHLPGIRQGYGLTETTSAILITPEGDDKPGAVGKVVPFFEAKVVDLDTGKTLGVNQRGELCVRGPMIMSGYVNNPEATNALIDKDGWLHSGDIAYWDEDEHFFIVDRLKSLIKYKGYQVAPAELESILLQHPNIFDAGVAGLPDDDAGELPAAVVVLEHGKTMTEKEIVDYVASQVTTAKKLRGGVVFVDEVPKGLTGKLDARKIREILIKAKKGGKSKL
RAM network inh – inhibitors of the yeast RAM network; S. cerevisiae dse1pr::URA3 reporter, 5-FOA growth OD615, 2 d; analog-sensitive cbk1-as2 kinase mutant strain; inhibition, % at 50 µM; 190,000 tested, 1.8% active; AID 868;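 active = inhibition above a set limit, 3 SD over mean compound inhibition, cut at about 8.4% in these data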;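 also: 0% = DMSO-only wells with no growth and 100% = 10 µM 1-NA-PP1 full growth; inhibition rescues growth on 5-FOA so higher OD means more RAM inhibition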
NF-kB expr up – compounds increasing NF-kB expression in human neuronal cells; NF-kB reporter expression; stronger effect = higher value; fold change at 12.5 µM; 190,000 tested, 1.6% active; AID 1239; in the data active = fold change above about 3.3
APP 5UTR inh – APP translation inhibition; 190,000 tested, 0.82% active; SH-SY5Y APP 5'UTR-luciferase reporter, luminescence; inhibition, % at 2 µM;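 active = inhibition above a set limit, derived from the sample mean plus 3 SD, cut at about 45% in these data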; also: values of inactives mirror those of a sister screen read the other way
APP 5'UTR act – APP 5'UTR luciferase reporter activation. SH-SY5Y APP 5'UTR luciferase reporter, luminescence; zero percent = DMSO vehicle wells. AID 1276. activation, % at 2 µM. 190,000 tested, 1% active;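 active = activation above a set limit, based on mean plus 3 SD of controls, cut at about 140% in these data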; also: values of inactives mirror those of a sister screen read the other way
* = called active by the depositor; . = not tested or not shown.

SMILES	STAT1 act	STAT1 blocker	STAT3 activator	STAT3 inh	Hsp70 act	FLuc inh counter	RAM network inh	NF-kB expr up	APP 5UTR inh	APP 5'UTR act
CCCOc1ccc2oc(=O)c3c(c2c1)CCCN3C(=O)CN1CCN(C(=O)c2ccco2)CC1	100	1	95	10	0.0	-5	1.1	1.1	-21	21
O=C(CCSc1nnc(-c2ccccc2)o1)N1CCOCC1	99	1	110	-11	-0.3	0	0.0	1.1	-20	20
CCOC(=O)N1CCN(C(=O)C2CCCN(S(C)(=O)=O)C2)CC1 (stereo unspecified)	95	5	99	3	-0.1	-5	1.1	1.5	-5	5
N#Cc1ccccc1OCCOCCNC1CCCC1	100	0	98	2	-0.1	-4	0.8	1.1	-13	13
Clc1ccc(Cl)c(-c2nn3c(Cn4cnc5ccccc54)nnc3s2)c1	104	-4	98	6	-0.2	.	.	.	-12	12
Cc1cc(C)nc(NC(=O)c2cccc([N+](=O)[O-])c2C)n1	99	1	95	10	-0.2	-4	3.6	1	-6	6
CC1CN(c2ccc(S(=O)(=O)N3CCOCC3)cn2)CC(C)O1 (stereo unspecified)	92	9	94	10	-0.1	-9	-0.1	1.1	5	-5
CCOc1ccccc1NC(=O)NCc1ccccc1	101	-2	103	8	-0.2	20	0.5	1.2	-15	15
Cc1cccc(NC(=O)C2CCN(c3nc(C)cc(C)n3)CC2)c1	95	6	101	6	-0.3	-5	0.3	1.1	-11	11
CCOc1ccccc1NC(=O)C1C2CCC3C(CCC21)C3(Cl)Cl (stereo unspecified)	92	7	100	5	0.0	-6	4.1	0.94	-5	5
COc1cccc(C(=O)NNC2=CC(=O)CC(C)(C)C2)c1	98	2	95	10	-0.2	-10	0.1	1.1	-16	16
O=C(O)c1cccc(Cn2c(Cl)c(/C=N/NC(=O)c3ccccc3Cl)sc2=O)c1	95	5	110	-4	-0.3	1	7.2	1.2	6	-7
O=C(Cn1c(Cc2ccccc2)nc2ccccc21)NCc1ccc2c(c1)OCO2	107	-8	96	0	-0.2	-13	2.0	0.9	-7	7
Cc1ccc(C(=O)NC(C)c2ccc(F)cc2)cc1 (stereo unspecified)	103	-3	97	3	1.3	4	-1.0	1.1	-13	13
O=c1c2cnn(-c3ccccc3)c2ncn1Cc1cccc(Cl)c1	94	7	96	5	-0.2	-1	7.0	1.1	-28	28
O=S(=O)(Nc1ncccn1)c1ccc(NC(=S)NCc2ccco2)cc1	103	-4	95	9	-0.2	-1	1.3	0.86	20	-20
Cc1ccccc1OCC(=O)N/N=C/c1ccncc1	104	-4	100	0	-0.1	5	0.3	1.1	-14	14
CN(C(=S)NC(=O)Cc1ccccc1)c1ccccc1	108	-8	93	16	0.0	-5	-0.1	1.4	-19	19
O=C(COc1ccccc1C(=O)c1cnn(-c2ccccc2)c1)Nc1ccc2ccccc2c1	113	-15	107	-9	0.2	42	5.7	1.6	-61	61
Cc1cccc(NC(=S)NC2CC3CCC(C2)N3Cc2ccco2)c1C (stereo unspecified)	88	14	105	-2	-0.2	-4	2.2	0.83	0	0
O=C(NC1CCCCC1)C(c1cccnc1)N(C(=O)CCl)c1ccc(F)cc1 (stereo unspecified)	86	16	82	21	-0.3	-8	0.2	0.09	.	.
COc1ccccc1NC(=O)CSc1nc2ncccc2[nH]1	94	6	93	14	-0.3	-2	1.6	1.1	-13	13
Cc1cc(C)c(C#N)c(SCC(=O)Nc2ccccc2C(N)=O)n1	101	-1	95	10	0.0	-2	3.4	1.3	-133	133
CC(C)=CC(=O)NCc1c(Cl)cccc1-n1cccc1	99	2	104	1	-0.4	-8	2.4	1.3	4	-4
O=C1NC(=NCc2ccccc2)S/C1=C\c1ccccc1	93	7	97	-1	-0.1	1	5.7	1.3	-10	10
CCCCCCn1c(C)nc2c(c1=O)c1nc3ccccc3nc1n2/N=C/c1ccco1	98	1	77	27	-0.1	-2	2.9	0.63	10	-10
CC1CCN(C(=O)COc2cccc3c2CCN(C)C3=O)CC1	102	-3	99	6	-0.2	-1	0.0	1.4	-16	16
O=C(NNC(=S)NCc1ccco1)C(c1ccccc1)c1ccccc1	103	-6	92	17	-0.1	-6	2.7	1.1	-20	20
COc1ccc2nc(SCC(=O)Nc3c(C)cc(C)cc3C)[nH]c2c1	103	-3	95	10	-0.2	-8	3.6	0.98	-5	5
Cc1onc(-c2c(Cl)cccc2Cl)c1C(=O)N/N=C(\N)COc1ccc(Cl)cc1	97	3	94	17	0.0	-3	2.4	1	13	-13

5 entries drawn at random from those above, as already listed:
SMILES	STAT1 act	STAT1 blocker	STAT3 activator	STAT3 inh	Hsp70 act	FLuc inh counter	RAM network inh	NF-kB expr up	APP 5UTR inh	APP 5'UTR act
Cc1cc(C)c(C#N)c(SCC(=O)Nc2ccccc2C(N)=O)n1	101	-1	95	10	0.0	-2	3.4	1.3	-133	133
Cc1onc(-c2c(Cl)cccc2Cl)c1C(=O)N/N=C(\N)COc1ccc(Cl)cc1	97	3	94	17	0.0	-3	2.4	1	13	-13
O=C(NC1CCCCC1)C(c1cccnc1)N(C(=O)CCl)c1ccc(F)cc1 (stereo unspecified)	86	16	82	21	-0.3	-8	0.2	0.09	.	.
O=C(NNC(=S)NCc1ccco1)C(c1ccccc1)c1ccccc1	103	-6	92	17	-0.1	-6	2.7	1.1	-20	20
CC(C)=CC(=O)NCc1c(Cl)cccc1-n1cccc1	99	2	104	1	-0.4	-8	2.4	1.3	4	-4

Next section.
SMILES	STAT1 act	STAT1 blocker	STAT3 activator	STAT3 inh	Hsp70 act	FLuc inh counter	RAM network inh	NF-kB expr up	APP 5UTR inh	APP 5'UTR act
O=C(N/N=C/c1cccc(OCc2ccccc2)c1)c1ccc(Br)cc1	95	6	90	10	-0.1	3	5.1	1.2	9	-9
COc1cccc(S(=O)(=O)Nc2ccc(C(=O)N3CCOCC3)cc2)c1	87	14	97	6	0.7	-2	-0.5	1.1	-1	1
Cc1cccc(OCCn2c(CCCO)nc3ccccc32)c1	105	-5	98	5	0.5	-2	0.5	0.92	9	-9
COc1ccc(NC(=S)Nc2cccc(Cl)c2)cc1OC	89	13	90	14	-0.1	-6	1.4	0.98	-32	32
O=C1CCCCC1C(Nc1ccc(Br)cc1)c1ccccc1 (stereo unspecified)	101	-1	95	12	-0.3	-4	4.4	1.3	3	-3
COc1ccc(NC(=O)N2c3ccccc3CC2C)cc1OC (stereo unspecified)	112	-13	94	13	-0.1	4	1.3	1.3	7	-7
CC(C)(C)NC(=O)CN1C(=O)/C(=C/c2ccccc2)SC1=S	99	1	104	1	-0.2	-8	3.5	1	8	-8
O=C(C1CCCO1)N1CCN(c2ncccn2)CC1 (stereo unspecified)	100	-3	99	3	-0.6	3	-0.1	1.2	10	-10
COCCn1c(SC(C)C(=O)Nc2ccc3c(c2)OCCO3)nc2ccccc2c1=O (stereo unspecified)	100	0	91	14	-0.4	-2	2.9	1.1	3	-3
CCOc1ccc(NC(=O)CCCOc2cc(=O)n(C)c3ccccc23)cc1	105	-6	79	28	-0.3	-9	6.6	1.5	1	-1
Cc1ccc(-n2c(=O)cc(N3CC(C)OC(C)C3)[nH]c2=O)cc1 (stereo unspecified)	94	6	96	6	-0.2	0	2.5	1.4	-17	17
COc1ccc(NC(=O)c2cccc(Oc3ccc([N+](=O)[O-])cc3Cl)c2)cc1	98	2	88	17	-0.5	-3	7.0	1.4	-8	8
CCOC(=O)N1CCC(NC(=O)c2csc3c2CCCC3)CC1	100	0	99	10	-0.4	-4	1.1	0.93	-4	3
COC(=O)c1cc(OC)c(OC)cc1NC(=O)CCC1CCCC1	98	2	101	2	-0.1	-6	1.9	0.92	-7	7
O=c1[nH]c(-c2ccccn2)nc2ccccc12	135*	-38	94	9	0.1	26	-1.2	1.5	-32	32
CCN(CC)C(=O)C1CCCc2c1[nH]c1ccc(Cl)cc21 (stereo unspecified)	103	-3	122	-22	-0.2	-5	.	.	-4	4
S=c1[nH]nc(-c2ccc3c(c2)OCO3)n1-c1ccccc1	95	6	100	-2	-0.2	20	3.8	1	4	-4
COc1ccc(NC(=O)CSc2nccn2C)c([N+](=O)[O-])c1	99	0	93	10	-0.3	-3	2.1	1.3	-17	17
Cc1occc1-c1nnc(SCC(=O)NC(C)(C)C)n1C(C)c1ccccc1 (stereo unspecified)	94	7	111	-8	0.0	-4	0.5	1.2	7	-7
C=CCOc1ccc2ccccc2c1CNCCCN1CCOCC1	101	-1	108	-5	0.3	-6	-0.4	0.87	5	-5
O=C(N/N=C/c1ccccc1OC(=O)N1CCOCC1)c1cccs1	108	-10	95	9	0.1	9	-0.7	1.4	-26	26
COc1ccc(CSc2nnc(Cc3sc(-c4ccccc4)nc3-c3ccccc3)o2)cc1	99	2	95	9	-0.4	-5	9.6*	0.9	-1	1
O=C(Oc1cccc(Nc2ncnc3ccccc23)c1)c1cccnc1	91	9	87	20	-0.2	4	0.9	1.3	-4	4
CCOC(=O)N1CCN(Cc2nc(N)nc(Nc3ccc(C)cc3C)n2)CC1	96	2	100	2	0.0	-12	3.0	1.2	2	-2
COc1ccc(NC(=O)CSc2nnc(C3CCCCC3)n2-c2ccccc2)cc1	101	-1	92	13	-0.1	-10	3.9	0.98	8	-7
Cc1ccccc1C(=O)Nc1ccc(C(=O)N/N=C/c2ccncc2)cc1	97	2	99	12	0.0	2	-0.5	0.7	2	-2
COC(=O)c1[nH]c(C)c(/C(O)=C2\C(=O)C(=O)N(CCCN3CCOCC3)C2c2ccccn2)c1C (stereo unspecified)	106	-6	103	-4	-0.1	-2	0.5	1.3	7	-7
N#C/C(=C/c1ccc(N2CCCCC2)o1)c1cccc(F)c1	145*	-49	136*	-34	0.1	13	5.3	1.9	7	-7
CCn1c(SCC(=O)N2CCCC(C)C2)nnc1-c1ccc(S(=O)(=O)N2CCN(C)CC2)cc1 (stereo unspecified)	90	10	102	4	-0.4	-5	0.8	1	2	-2
Cc1cc(NC2CCCCC2)nc(N2CCOCC2)n1	102	-2	104	6	-0.3	0	2.5	1.1	0	0
Cn1c(=O)c2c(ncn2CC(=O)OCC(=O)Nc2ccc(Cl)cc2)n(C)c1=O	104	-4	96	13	-0.2	-4	3.6	1.1	-27	27
O=C(CNC(=O)C(c1ccccc1)c1ccccc1)N/N=C\c1ccc2c(c1)OCO2	95	6	102	1	-0.2	10	0.1	1.8	13	-13
COc1cc(C(=O)Nc2cc(C)cc(C)c2)c(-n2cnnn2)cc1OC	90	8	102	1	-0.2	3	0.6	1.3	-4	5
CC(=O)NNc1ncnc2c1cnn2-c1ccccc1	94	7	94	14	0.1	-4	0.9	0.95	4	-4
O=C(C1CCCN(Cc2ccccc2)C1)N1CCc2ccccc2C1 (stereo unspecified)	101	-1	105	-1	0.0	-11	0.3	0.79	-24	24
COc1cccc(C(=O)NC2CC3CCCC(C2)N3CC(=O)Nc2ccc(N(C)C)cc2)c1 (stereo unspecified)	97	3	98	7	-0.1	-6	1.1	0.73	-8	8
CCCCOc1ccc(NC(=O)CCSc2nccn2C)cc1	109	-10	110	-8	-0.4	1	0.6	1	-5	5
O=C(NC1CC1)C1CCN(C2CCN(C(=O)Cc3ccc4c(c3)OCO4)CC2)CC1	104	-5	108	-6	-0.6	-3	-1.0	1.3	-22	22
CC(=C\C(=O)O)/C(=C/c1ccc(C)o1)C(=O)O	97	2	99	2	-0.2	-5	2.6	1	-12	12
